Assay outcomes: PubChem BioAssay, several laboratories
PhoP inhibition: PhoP-dependent GFP reporter repression – Salmonella Typhimurium, primary screen (AID 1863); S. Typhimurium PhoP-regulated promoter GFP reporter, 4 h; higher % means a stronger effect; 0.16% of 300,000 active; one-dose inhibition, % at 50 µM; IC50 in µM for titrated hits;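 active means inhibition over 29.93%, a cutoff 3 SD above the screen mean, later confirmed by dose response; inconclusive means inhibition over 29.93% but no dose response follow-up; inactive means inhibition at most 29.93% or unconfirmed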;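 further: 0% = low Mg2+ inducing control and 100% = high Mg2+ repressing control; strong numbers were not always called active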
GPR55 LPI antagonism: inhibition of LPI-stimulated GPR55 beta-arrestin translocation – imaging, U2OS, beta-arrestin-GFP, LPI agonist, primary screen (AID 2013) | U2OS GPR55 beta-arrestin-GFP translocation imaging, LPI antagonism; higher % means a stronger effect | 0.13% of 290,000 active | inhibition, % at 10 µM; hits with a dose series show IC50 in µM;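 active means spots per cell inhibited over 60%, with over 100 cells counted and total cytoplasm intensity under 500,000; inconclusive means wells with under 100 cells, flagged as likely toxic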;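 further: U2OS cells stably carrying GPR55 and arrestin-GFP stimulated by 5 µM LPI near EC80; imaged beta-arrestin-GFP aggregate spots per cell after agonist stimulation; plate controls were LPI-stimulated DMSO wells for no effect and DMSO wells without LPI for full effect; some results filed as inactive read as strong as hits; confirmed hits need IC50 under 10 µM and bright autofluorescent wells are also inconclusive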
NTR1 agonist: agonists of NTR1, primary screen, imaging, U2OS cells, beta-arrestin-GFP, high content (AID 493036) | NTR1-U2OS beta-arrestin-GFP spot imaging, agonist mode | activation, % at 20 µM | 0.17% of 330,000 active;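 active means activation at or above 40% of the spot to cytoplasm intensity ratio, with at least 20 cells analyzed; inconclusive means wells under 20 cells, flagged as cytotoxic or low count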;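 further: 0% = DMSO without peptide and 100% = 100 nM NTR1 peptide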
Target sequence (P30989 whole entry, looked up): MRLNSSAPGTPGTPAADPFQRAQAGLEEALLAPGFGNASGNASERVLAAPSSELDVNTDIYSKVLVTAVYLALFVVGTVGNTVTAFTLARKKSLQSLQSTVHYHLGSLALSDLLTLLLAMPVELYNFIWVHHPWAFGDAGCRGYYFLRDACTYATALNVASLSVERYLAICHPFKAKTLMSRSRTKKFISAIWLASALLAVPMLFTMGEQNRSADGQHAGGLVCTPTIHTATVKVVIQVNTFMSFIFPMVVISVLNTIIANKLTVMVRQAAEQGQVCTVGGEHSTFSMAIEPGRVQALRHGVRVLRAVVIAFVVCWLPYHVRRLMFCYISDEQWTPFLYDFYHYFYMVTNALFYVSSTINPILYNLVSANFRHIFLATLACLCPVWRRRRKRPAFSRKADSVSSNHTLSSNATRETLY
GPR35 antagonists: GPR35 antagonists blocking zaprinast-driven arrestin recruitment, primary screen, imaging, U2OS, beta-arrestin-GFP, zaprinast agonist (AID 2058); one-dose inhibition, % at 10 µM; IC50 in µM for titrated hits; U2OS GPR35 beta-arrestin-GFP translocation imaging, zaprinast antagonism; higher % means a stronger effect; 0.052% of 290,000 active;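 active means inhibition of at least 50% with at least 30 cells and total cytoplasm GFP at most 10,000,000; inconclusive means under 30 cells or total GFP of 10,000,000 plus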
KOR beta-arrestin-1: kappa opioid receptor blockers – cell-based, luminescence, uHTS (AID 1778); KOR beta-arrestin recruitment, luminescence, antagonist mode; higher % means a stronger effect; 0.091% of 290,000 active; one-dose inhibition, % at 10 µM; IC50 in µM for titrated hits; in the data active means inhibition above about 50%; further: strong numbers were not always called active
West Nile antiviral: West Nile virus antiviral activity, cell-based, CPE readout (AID 1621). West Nile virus-infected cells, CPE inhibition; higher % means a stronger effect. CPE inhibition, % at 10 µM, or IC50 in µM where a hit was titrated. 0.02% of 290,000 active; in the data active means a potency from the dose series; inconclusive means CPE inhibition mostly from about 3.7% at the one dose, without a potency; inactive means the rest, 99 in 100 with CPE inhibition below about 2.2%; further: strong numbers were not always called active
T cell HTS: modulates CD8 T cell binding to vesicles | 2C CD8+ T cell-vesicle binding, flow cytometry; active compounds read low | calls only at 7 µM | 0.068% of 330,000 active | AID 2052;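 active means response, share of CD8 T cells binding vesicles, and their 90th percentile fluorescence all below set limits, cut at about 80% in these data, passing the limit was not always enough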
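Incubation: binding step 1.5 h, 37 °C, antibody labelling 20 min, ice; system: murine 2C transgenic CD8+ T lymphocytes; technique: cytometric PE anti-B7-1 and Alexa647 anti-CD8 signals after 1% paraformaldehyde fixation; also added: QL9-charged Drosophila Ld/ICAM-1/B7-1 vesicles; control set: naked versus QL9-loaded vesicles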
KOR beta-arrestin-2: KOR agonists, beta-arrestin recruitment, primary screen, cell-based, luminescence, uHTS (AID 1777). 0.02% of 280,000 active. one-dose activation, % at 10 µM; EC50 in µM for titrated hits. KOR beta-arrestin recruitment, luminescence; higher % means a stronger effect; in the data active means activation above about 50%, passing the limit was not always enough; further: a part of the inactive calls stands beside numbers as strong as those of hits
GPR55 beta-arrestin: selective activators of receptor GPR55 – imaging, U2OS cells, beta-arrestin-GFP redistribution, primary screen (AID 1961) | U2OS GPR55 beta-arrestin-GFP redistribution imaging; higher % means a stronger effect | activation, % at 10 µM, or EC50 in µM where a hit was titrated | 0.048% of 290,000 active;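 active means activation above 40% with more than 50 cells counted in the well; inconclusive means wells holding fewer than 50 cells, flagged as toxic or sparse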;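 further: U2OS osteosarcoma cells stably expressing GPR55 and beta-arrestin-GFP; plate controls were DMSO negative control for no effect and LPI positive control for full effect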
T cell HTS vesicle-bound %: second read-out of T cell HTS, no call of its own (marks repeat the call); double positive events, %; measured here: CD8+ vesicle-bound cell fraction;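 binding gate set so that unloaded-vesicle control wells show 10% double positive cells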
NTR1 agonist cell count 20 µM: also measured in NTR1 agonist; calls as there; cell count; measured here: cell count, cytotoxicity flag
An asterisk follows results filed as active; i = inactive; ? = inconclusive; nt = no result given; [ ] = another dose, or the depositor's remark.

SMILES	PhoP inhibition	GPR55 LPI antagonism	NTR1 agonist	NTR1 agonist cell count 20 µM	GPR35 antagonists	KOR beta-arrestin-1	West Nile antiviral	T cell HTS	T cell HTS vesicle-bound %	KOR beta-arrestin-2	GPR55 beta-arrestin
C=Cc1ccc(C(=O)N2CCCC(CCC(=O)N3CCN(c4ccccn4)CC3)C2)cc1 (centres undefined)	-5%	22%	0.0	52	3%	-1%	-0.6%	i	20	2.7%	-0.1%
O=C1Nc2ccccc2C(=O)N2CCCCC12 (centres undefined)	-3%	8%	2.8	45	14%	-13%	0.6%	i	44	-3.3%	0.2%
O=S(=O)(/N=C(/c1ccccc1)N1CCOCC1)c1ccc(F)cc1	2%	1%	1.3	43	-3%	-15%	-0.1%	i	22	7.4%	0.5%
COc1ccc(CNC(=O)/C(C)=C\C(=O)O)cc1	3%	11%	1.5	87	1%	-32%	nt	i	64	-0.3%	0.0%
Cn1c(=O)c2c(ncn2CC(COCc2ccccc2)OCc2ccccc2)n(C)c1=O (centres undefined)	2%	-1%	0.5	60	4%	10%	-0.7%	i	33	2.2%	-0.2%
Cc1cc(C(=O)NNc2ccccc2F)no1	-4%	9%	-0.5	53	-4%	16%	0.6%	i	54	-1.4%	-0.1%
C/C(=N/NS(=O)(=O)c1ccccc1)c1ccc(Cl)cc1	4%	-4%	0.3	40	4%	6%[20 µM]	-0.6%	i	50	-2.3%	-0.1%
O=C(CN1C2=NCCCN2c2ccccc21)c1ccc([N+](=O)[O-])cc1	8%	22%	-0.3	91	-3%	4%	-0.2%	i	48	0.3%	0.2%
COc1ccc(OC)c(C(c2nnnn2C2CCCC2)N2CCN(c3ccccc3F)CC2)c1 (centres undefined)	-3%	11%	1.6	63	4%	1%	-0.5%	i	24	-1.1%	0.2%
COc1cc(OC)cc(C(=O)Nc2nnc(SCC(=O)NCC3CCCO3)s2)c1 (centres undefined)	7%	3%	0.6	47	-4%	11%	-0.1%	i	31	8.4%	-0.1%
C/C=C(\C)C(=O)Nc1cccc(C2=NOC3(C2)C[C@H](C(N)=O)N(C(=O)C(c2ccccc2)c2ccccc2)C3)c1 (some centres undefined)	-2%	1%	3.5	100	-16%	26%	-0.8%	i	25	3.2%	-0.1%
CC(=O)NC(Cc1ccc(F)c(F)c1)C(=O)NC1CCN(c2nnnn2-c2ccccc2)CC1 (centres undefined)	0%	2%	0.4	42	-13%	21%[20 µM]	0.1%	i	16	-5.1%	-0.1%
CC(=O)c1ccc(N2CCN(C(=O)COc3ccc4c(c3)CCC4)CC2)cc1	-1%	28%	-0.5	54	-8%	9%	-0.2%	i	62	3.5%	-0.1%
COc1ccc(C(=O)CSc2nc3ccccc3n2CC(=O)NC(C)(C)C)cc1	5%	10%	-0.9	35	-4%	nt	-0.3%	i	29	nt	0.6%
Cc1nn(C)c(C)c1NC(=O)c1ccnn1C	10%	-2%	2.3	55	4%	-18%	0.1%	i	50	6.5%	-0.2%
CCN1CCN(C(c2ccccc2)c2nnnn2Cc2ccc(OC)cc2)CC1 (centres undefined)	-4%	-2%	-0.1	47	-14%	-18%	-0.3%	i	8	-0.1%	-0.1%
COC(=O)c1ccc(CSc2nnnn2Cc2ccccc2)cc1	-7%	-1%	0.5	68	0%	26%	0.9%	i	25	0.4%	-0.1%
COc1ccc2[nH]cc(/C=N/NS(=O)(=O)c3ccc(C)cc3)c2c1	-5%	-12%	7.7	62	5%	8%	-1.1%	i	20	5.5%	0.0%
Cc1ccc(-n2c(=O)c3ccc(C(=O)NCc4ccco4)cc3n(Cc3ccccc3C#N)c2=O)cc1	13%	3%	6.7	42	-1%	78%	-1.1%	i	25	-13%	-0.2%
CCCNc1c(NS(=O)(=O)c2ccc(C)cc2C)c(=O)oc2ccccc12	17%	5%	0.1	54	-6%	-10%	1.0%	i	42	9.8%	-0.1%

Compounds above with fluorine, in the order listed:
SMILES	PhoP inhibition	GPR55 LPI antagonism	NTR1 agonist	NTR1 agonist cell count 20 µM	GPR35 antagonists	KOR beta-arrestin-1	West Nile antiviral	T cell HTS	T cell HTS vesicle-bound %	KOR beta-arrestin-2	GPR55 beta-arrestin
O=S(=O)(/N=C(/c1ccccc1)N1CCOCC1)c1ccc(F)cc1	2%	1%	1.3	43	-3%	-15%	-0.1%	i	22	7.4%	0.5%
Cc1cc(C(=O)NNc2ccccc2F)no1	-4%	9%	-0.5	53	-4%	16%	0.6%	i	54	-1.4%	-0.1%
COc1ccc(OC)c(C(c2nnnn2C2CCCC2)N2CCN(c3ccccc3F)CC2)c1 (centres undefined)	-3%	11%	1.6	63	4%	1%	-0.5%	i	24	-1.1%	0.2%
CC(=O)NC(Cc1ccc(F)c(F)c1)C(=O)NC1CCN(c2nnnn2-c2ccccc2)CC1 (centres undefined)	0%	2%	0.4	42	-13%	21%[20 µM]	0.1%	i	16	-5.1%	-0.1%

Later entries:
SMILES	PhoP inhibition	GPR55 LPI antagonism	NTR1 agonist	NTR1 agonist cell count 20 µM	GPR35 antagonists	KOR beta-arrestin-1	West Nile antiviral	T cell HTS	T cell HTS vesicle-bound %	KOR beta-arrestin-2	GPR55 beta-arrestin
COc1ccccc1-c1nc2n(n1)C(c1cccs1)C(C(=O)Nc1cccnc1)=C(C)N2 (centres undefined)	-9%	6%	1.8	94	-5%	18%	0.6%	i	36	-2.0%	0.1%
O=[N+]([O-])c1ccc2[nH]c(O)c(N=NC(=S)Nc3cccnc3)c2c1	4%	3%	3.5	51	-10%	44%	-0.1%	i	32	0.9%	0.8%
O=C(Nc1nnc(-c2ccc(Cl)cc2)o1)C1CCCCC1	-6%	-2%	1.0	48	-3%	44%	0.0%	i	40	-3.4%	-0.1%
CC(=O)c1cccc(NC(=O)CN(Cc2ccccc2)S(C)(=O)=O)c1	-5%	22%	0.8	48	5%	-3%	-0.3%	i	21	9.1%	-0.1%
Cc1cc(=O)nc2c3ccccc3n(C(C)C(=O)NCCC(C)C)n12 (centres undefined)	-7%	1%	2.0	64	0%	16%	-0.7%	i	29	6.0%	-0.1%
O=C(O)c1cccc(NS(=O)(=O)c2ccc3nnn(O)c3c2)c1	-9%	6%	0.0	56	-10%	-20%	0.1%	i	47	-0.4%	-0.1%
CN(CC1CCOCC1)C(=O)CC1C(=O)NCCN1CC(c1ccccc1)c1ccccc1 (centres undefined)	-9%	11%	-0.9	57	19%	-16%	-0.4%	i	66	0.9%	0.2%
Cc1cc(C)c2c(c1)NC(c1cc3c(cc1Br)OCO3)C1CC=CC21 (centres undefined)	3%	8%	nt	nt	7%	16%	-0.5%	i	40	-0.5%	-0.2%
CCOC(=O)C1CCCN(S(=O)(=O)c2ccc3c4c2CC(=O)N4CC(C)S3)C1 (centres undefined)	nt	0%	2.9	40	4%	-5%[20 µM]	-1.2%	i	26	-1.5%	-0.1%
CCC(Sc1nc(C)cc(=O)[nH]1)C(=O)Nc1nc(-c2ccccc2)cs1 (centres undefined)	14%	6%	1.8	91	18%	-51%	0.3%	i	27	-3.5%	0.5%
COc1ccc(OCCC(=O)NC2=NCCS2)cc1	5%	10%	-0.3	75	13%	-33%	0.0%	i	14	-2.5%	-0.2%
COC(=O)C1=C(C)OC(N)=C(C#N)C1c1ccccc1F (centres undefined)	-4%	9%	-1.2	53	2%	27%	-0.3%	i	38	16%	-0.3%
COC(=O)c1ccc(NC(=O)C(=O)N2CCN(C(=S)Nc3ccccc3OC)CC2)cc1	-14%	4%	3.3	55	8%	11%	-0.5%	i	34	29%	-0.2%
NC(=O)NC(=O)COC(=O)c1ccc2noc(-c3ccccc3)c2c1	-3%	7%	-0.6	49	11%	1%	-0.7%	i	23	-4.3%	-0.2%
S=C(NCCc1ccccc1)Nc1ccc(Nc2ccccc2)cc1	-1%	-2%	8.1	24	-5%	-43%	0.3%	i	51	3.4%	-0.2%
CCC(C)[C@H](NC(=O)NCc1ccc(S(N)(=O)=O)cc1)C(=O)OC (some centres undefined)	-7%	14%	0.2	97	-4%	15%	-0.1%	i	41	-2.3%	-0.5%
CCOC(=O)c1cc([N+](=O)[O-])sc1NC(=O)c1ccc(S(=O)(=O)N2CC3(C)CC2CC(C)(C)C3)cc1 (centres undefined)	0%	-5%	5.1	43	4%	34%	-0.2%	i	14	4.3%	-0.1%
COc1ccc(C(C)(C)C)cc1NC(=O)c1ccc2ncsc2c1	3%	-7%	3.7	48	-2%	18%	-0.4%	i	16	-4.2%	-0.2%
O=C(Cn1ncc(Cl)c(Cl)c1=O)N1CCN(Cc2ccccc2)CC1	-11%	11%	nt	nt	14%	4%	?	nt	nt	-3.9%	1.2%
CC1=C(C#N)C(Nc2cc(C)ccn2)(C(F)(F)F)C(=O)N1 (centres undefined)	-7%	-11%	0.7	97	-1%	-18%	0.4%	i	27	-7.0%	0.3%
Cc1cccc(N(CC(=O)NC2CCCCC2)C(=O)CCCC(=O)Nc2ccccn2)c1C	-2%	44%	-0.8	66	-4%	1%	-1.1%	i	46	-3.4%	-0.2%
CC(=O)N1CCCc2cc(S(=O)(=O)N3CCCC3)ccc21	-8%	11%	-0.6	61	5%	-26%	0.1%	i	19	-6.4%	-0.2%
C=CCn1c(SCC(=O)Nc2cccc3ccccc23)nc(O)c(CC)c1=O	0%	-15%	-0.5	45	22%	7%	-0.1%	i	18	-13%	-0.2%
CCN(CC(=O)NCCc1ccc(S(N)(=O)=O)cc1)Cc1ccccc1	-2%	-5%	0.3	60	-8%	-14%	0.2%	i	66	0.4%	-0.2%
Oc1ccccc1/C=N/Nc1ccccc1	5%	11%	5.5	71	-7%	-4%	-1.1%	i	45	2.0%	-0.1%
CCOc1ccc(Oc2nc(NCC(C)C)nc(OC)n2)nn1	2%	8%	1.7	97	-11%	0%	0.4%	i	36	-4.8%	-0.3%
Cc1ccc(CNn2cnnc2SCc2ccc(F)cc2)cc1	-7%	0%	0.2	77	5%	-2%	-1.3%	i	23	1.7%	-0.1%
